Compound activity as filed in PubChem.
RXFP1 ag: activates the human relaxin receptor RXFP1; 370,000 compounds, 0.3% hits; HEK293T-RXFP1 cAMP TR-FRET, 30 min; response scale: percent of porcine relaxin response, buffer zero; Potency, µM (doses to about 57.5 µM), inactives show top-dose activation, hits mostly activators; further: on the % scale 0 is the no-effect control and ±100 the full control effect; nearly all actives have a fitted effect of over 60% in size; many of its hits are not listed in these tables
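Agonist response is measured as cAMP accumulation in an RXFP1-transfected HEK293T line under PDE4 inhibition. Values are scaled between buffer-only and 29 nM porcine relaxin, and EC50s come from standard Hill equation fits.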
Vif-A3G inh: inhibitors of Vif-APOBEC3G interaction; Q9HC16; HeLa A3G-eYFP + Vif (tagged APOBEC3G with the HIV-1 protein that degrades it), YFP fluorescence, overnight; Potency, µM (series often up to 46.1 µM), for inactives: top-dose activity, negative = active, usual class: inhibitors; 410,000 compounds, 0.076% hits;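 further: on the % scale 0 is the no-effect control and ±100 the full control effect; nearly all actives have a fitted effect of over 60% in size; hits raise eYFP signal because A3G escapes Vif-driven loss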
Target sequence (Q9HC16 whole entry, looked up): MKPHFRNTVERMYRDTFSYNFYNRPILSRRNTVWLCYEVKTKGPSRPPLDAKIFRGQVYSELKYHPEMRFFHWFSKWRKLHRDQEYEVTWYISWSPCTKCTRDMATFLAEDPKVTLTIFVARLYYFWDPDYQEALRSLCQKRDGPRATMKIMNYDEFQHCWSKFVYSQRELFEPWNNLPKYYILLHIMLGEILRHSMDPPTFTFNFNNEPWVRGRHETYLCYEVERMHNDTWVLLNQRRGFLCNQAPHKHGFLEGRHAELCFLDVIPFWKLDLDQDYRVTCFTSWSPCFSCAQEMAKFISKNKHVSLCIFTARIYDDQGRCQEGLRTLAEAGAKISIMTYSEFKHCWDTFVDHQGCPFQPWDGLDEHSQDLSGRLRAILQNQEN
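Read-out is eYFP fluorescence (Ex 488/Em 500-530) from Vif-expressing HeLa A3G-eYFP cells; more signal means A3G escaped Vif-mediated degradation. Cells plated overnight, compound pinned in, incubated overnight at 37 deg C.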
Vif-A3F inh: blocks the Vif interaction with APOBEC3F | HeLa A3F-eYFP + Vif (tagged APOBEC3F with the HIV-1 protein that degrades it), YFP fluorescence increase | Potency, µM (top dose mostly 46.1 µM), without a hit: at the highest dose activity, negative = active | 390,000 compounds, 0.2% hits; further: % of control where 0% means no effect; nearly all actives have a fitted effect of over 65% in size
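HeLa cells stably expressing Vif plus C-terminally eYFP-tagged A3F were seeded, incubated overnight at 37 deg C, dosed with compound, incubated overnight again at 37 deg C. Yellow fluorescence (Ex 488/Em 500-530) reported blocked Vif-mediated A3F-eYFP degradation.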
TrxR1 inh: blocks rat thioredoxin reductase 1 | O89049 | 390,000 compounds, 1% hits | Potency, µM (series often up to 114 µM), inactives show at the top dose activity change, negative = inhibition, actives largely listed as inhibitors | recombinant rTrxR1, NADPH fluorescence consumption, selenite substrate | AID 588453; further: on the % scale 0 is the no-effect control and ±100 the full control effect; nearly all actives have a fitted effect of over 65% in size
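Rat TrxR1 (90 nM in the dispensed reagent) was pre-reduced with 400 uM NADPH for 5 min at room temperature, then incubated with compound for 15 min. After 400 uM selenite was added, NADPH fluorescence (Ex 340/Em 450 nm) was followed for 8 min.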
USP1-UAF1 inh: USP1/UAF1 (human) deubiquitinase inhibition; O94782; recombinant USP1/UAF1, Ub-Rhodamine cleavage fluorescence; Potency, µM (titrated, usually from 57.1 µM), for inactives: at the top dose activity change, negative = inhibition, most hits filed as inhibitors; 390,000 compounds, 0.23% hits; AID 743255; further: on the % scale 0 is the no-effect control and ±100 the full control effect; nearly all actives have a fitted effect of over 60% in size; inactives centre near -12
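USP1/UAF1 complex at 1 nM was preincubated with compound for 15 min at room temperature, then Ub-Rho substrate (150nM final) was added. Fluorescence (480/540 nm) was read kinetically, 6 reads every 60 seconds.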
mIDH1 inhibitor: blocks human mutant IDH1 R132H enzyme; O75874; IDH1-R132H enzyme, NADPH consumption, diaphorase/resazurin fluorescence; Potency, µM (titrated, usually from 76.6 µM), without a hit: at the top dose activity change, negative = inhibition, hits mostly inhibitors; 390,000 compounds, 0.093% hits; AID 602179; further: on the % scale 0 is the no-effect control and ±100 the full control effect; nearly all actives have a fitted effect of over 65% in size
Target sequence (O75874 whole entry R132H, stated change not applied): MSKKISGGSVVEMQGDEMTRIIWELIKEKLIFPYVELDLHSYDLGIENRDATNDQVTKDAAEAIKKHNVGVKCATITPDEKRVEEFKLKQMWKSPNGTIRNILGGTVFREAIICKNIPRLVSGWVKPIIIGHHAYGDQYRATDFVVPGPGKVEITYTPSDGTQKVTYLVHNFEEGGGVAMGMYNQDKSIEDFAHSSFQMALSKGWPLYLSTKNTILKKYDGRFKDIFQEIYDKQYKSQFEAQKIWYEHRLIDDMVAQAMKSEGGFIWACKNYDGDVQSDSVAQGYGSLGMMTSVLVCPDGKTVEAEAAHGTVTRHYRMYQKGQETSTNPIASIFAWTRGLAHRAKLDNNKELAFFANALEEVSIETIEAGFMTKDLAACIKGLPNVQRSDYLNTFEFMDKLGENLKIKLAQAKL
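IDH1-R132H (0.5 ug/mL) preincubated 30 min with compound, then NADPH (0.016 mM) and alpha-KG (2 mM) added; 80 min at RT, pH 7.5. Remaining NADPH coupled via diaphorase/resazurin to fluorescence (540/590 nm); concentration-response curves normalized to no-enzyme control.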
RGS4 inh: human RGS4 inhibition | P49798 | Transcreener GDP fluorescence polarization, RGS4-accelerated GTP hydrolysis | 390,000 compounds, 0.039% hits | Potency, µM (series often up to 114 µM), without a hit: top-dose activity change, negative = inhibition, usual class: inhibitors | AID 504845; further: on the % scale 0 is the no-effect control and ±100 the full control effect; nearly all actives have a fitted effect of over 75% in size; some results filed as inactive show a strong effect at the top dose
Target sequence (P49798 whole entry, looked up): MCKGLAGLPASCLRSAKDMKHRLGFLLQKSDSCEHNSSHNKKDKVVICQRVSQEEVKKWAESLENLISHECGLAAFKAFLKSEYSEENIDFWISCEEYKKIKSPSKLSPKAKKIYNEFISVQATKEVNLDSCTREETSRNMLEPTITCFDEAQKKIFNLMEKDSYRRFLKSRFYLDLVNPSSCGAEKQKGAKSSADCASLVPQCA
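MLSMR compounds (23 nl, pin-transferred) preincubated 10 min at room temperature with a 500nM (2x) first reagent, then RGS4 at 900nM (2x) plus Transcreener GDP mix added; fluorescence polarization (620/688 nm) read before and after 90 min at 30 °C.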
TrxR1 substrate: rat thioredoxin reductase 1 substrate activity; 390,000 compounds, 0.01% hits; purified TrxR1 substrate turnover, NADPH consumption readout; AID 588456; Potency, µM (titrated, usually from 114 µM), without a hit: top-dose activity change, negative = substrate turnover; O89049; further: on the % scale 0 is the no-effect control and ±100 the full control effect; nearly all actives have a fitted effect of over 50% in size
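Rat TrxR1, dispensed at 90 nM, was prereduced with 400 uM NADPH (final) for 5 min at ~22 deg C, then incubated with compound 15 min before 400 uM selenite. A first-read NADPH fluorescence drop versus no-compound background flagged substrates.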
ALOX12 inh: blocks human arachidonate 12S-lipoxygenase; P18054; purified 12hLO, xylenol orange hydroperoxide absorbance; Potency, µM (doses to about 108 µM), inactives show at the highest dose activity change, negative = inhibition, usual class: inhibitors; 580,000 compounds, 1.1% hits; AID 1671190; further: on the % scale 0 is the no-effect control and ±100 the full control effect
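Purified human 12hLO at 150 nM in 25 mM Hepes, 0.01% Triton X-100, pH 7.0, preincubated 15 min at room temperature with compound. Reaction started with 40 uM arachidonic acid, 30 min at room temperature. Hydroperoxide measured by Fe-xylenol orange, 573/405 nm absorbance ratio.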
An asterisk follows results filed as active; ? = inconclusive; · = not tested or not shown; & = joins results of further samples; [ ] = another dose, or the depositor's remark. The call rests on the fitted dose curve; in most records, active means well fitted curve in the direction sought with a large enough effect; inconclusive means small, poorly fitted or top-dose-only effect, or another doubt; inactive means no such curve, though single readings can be large; an effect the other way counts as inactive or inconclusive. Potency means the concentration at half of the fitted maximal effect. This is a subset. The share of hits here may be higher or lower than overall.

mol	RXFP1 ag	Vif-A3G inh	Vif-A3F inh	TrxR1 inh	USP1-UAF1 inh	mIDH1 inhibitor	RGS4 inh	TrxR1 substrate	ALOX12 inh
Cc1ccc(S(=O)(=O)N(C)CC(=O)NCCc2c[nH]c3ccccc23)cc1	0.3%	0%	-4%	10%[57.1 µM]	-20%	1%	29%	-2%[57.1 µM]	1%
COc1ccc(S(=O)(=O)N(C)CC(=O)NCCN2CCOCC2)cc1C	1.1%	1%	-6%	36%[activator][57.1 µM]	-5%	2%	-24%	-13%	0%
CN(C)C(=O)C12CCC(C)(C(=O)C1Br)C2(C)C (stereo not given)	0.7%	0%	3%	9%	-4%	0%	27%	-3%	15%
Cc1nn(-c2ccc(N3CCOCC3)nn2)c(C)c1CCC(=O)Nc1ccc(F)cc1	3.6%	-2%	-3%	25%	-16%	3%	-46%	-4%	7%
CCn1c(CC(=O)Nc2ccc(F)cc2)nnc1SCC(=O)Nc1nnc(C)s1	1.6%	0%	0%	24%[57.1 µM]	-10%	15%	-10%	-12%[57.1 µM]	-25%
COc1ccc(NS(=O)(=O)c2cccc(C(=O)N3CCN(S(=O)(=O)c4ccccc4)CC3)c2)cc1	·	2%	-3%	-2%	-6%	-10%	4%	-10%	8%
COc1ccccc1Nc1nc2nonc2[nH]c1=O	0.1%	-1%	0%	12%[57.1 µM]	-11%	18%	6%	-3%[57.1 µM]	-2%
CCOc1cc(C=O)ccc1OCCSc1ccc(Cl)cc1	0.2%	1%	0%	37%[57.1 µM]	-17%	5%	1%	9%[57.1 µM]	-4%
COc1ccc(NC(=O)c2cnn(-c3ccc(C)cc3)c2-n2cccc2)cc1Cl	0.2%	0%	1%	13%	1%	-12%	33%	-6%	-13%
Cc1cccc(C(=O)NCC(=O)NC2CCN(Cc3ccccc3)CC2)c1	·	0%	4%	-11%	-7%	-3%	8%	-6%	3%
COc1ccc(NC(=O)c2cccnc2Sc2ccccc2)c(OC)c1	0.1%	-2%	-3%	5%[57.1 µM]	-18%	4%	-1%	-24%[57.1 µM]	-2%
CCC(C)(C)c1ccc(OCCCC[n+]2ccccc2)c(C(C)(C)CC)c1	-0.2%	-1%	8%	6%	-16%	11%	-21%	-2%	?
Cn1cccc1C(=O)OCC(=O)Nc1cc(C(C)(C)C)nn1-c1ccccc1	-0.2%	0%	-6%	-12%	-10%	4%	-2%	-12%	0%
CCOC(=O)CSc1nnc2c(n1)C1(C)CCC2C1(C)C (stereo not given)	0.2%	1%	-2%	24%[57.1 µM]	-14%	-3%	20%	8%[57.1 µM]	0%
COc1ccccc1C(=O)Nc1nc(N)n(-c2ccccc2)n1	3.7%	1%	-2%	-10%	-5%	1%	-24%	4%[57.1 µM]	-1%
Cc1ccnc(NCc2cc(Cl)cc(Cl)c2O)c1	·	-4%	-12%	·	-21%	5%	·	·	-23%
CCCNC(=O)c1cc(S(=O)(=O)N2CCC3(CC2)OCCO3)ccc1F	·	1%	0%	·	-13%	3%	·	·	-2%
COC(=O)C1=C(C)N(Cc2ccco2)C(=O)N[C@@H]1c1ccc(Br)cc1	·	3%	-3%	-11%	-13%	14%	-3%	-1%	-5%
Cc1oc(-c2ccccc2Cl)nc1CS(=O)CC(=O)NCc1ccc2c(c1)OCO2 (stereo not given)	5.2%	-1%	9%	-6%	-7%	5%	-10%	-2%	-13%
Cc1ccc(CC2S/C(=N/N=C/c3ccco3)NC2=O)cc1 (stereo not given)	2.4%	-4%	?	24%[57.1 µM]	8%	7%	9%	3%[57.1 µM]	-1%
CCCCNC(=S)Nc1cc(S(=O)(=O)N2CCCCC2)ccc1C	0.5%	0%	-7%	-31%	-20%	1%	-19%	-2%	?
CCOC(=O)N1CCN(C(=O)CN(C)S(=O)(=O)c2ccc(Cl)cc2)CC1	1.7%	0%	3%	15%[57.1 µM]	-10%	2%	5%	9%[57.1 µM]	-5%
Cc1cccc(C)c1NC(=O)CN(C)C(=O)C1CC1C (stereo not given)	1.5%	3%	-12%	13%	-5%	0%	6%	3%	3%
O=C(CNc1ccc2ccccc2c1)N/N=C/C=C/c1cccc([N+](=O)[O-])c1	-1.0%	?	-10%	-9%	-25%	4%	-12%	-8%	-30%
Cc1ccc(C(=O)CCC(=O)OCC(=O)N(C)c2c(N)n(Cc3ccccc3)c(=O)[nH]c2=O)cc1	0.6%	-2%	-11%	6%	?	1%	9%	2%	?
Cc1ccnc(NCc2cc(Cl)ccc2O)c1	·	-5%	-11%	·	-25%	-2%	·	·	-38%
COc1ccc(N2CCN(C(=O)CC(NC(N)=O)c3cccc(Oc4ccccc4)c3)CC2)cc1 (stereo not given)	-0.5%	2%	1%	8%	-11%	2%	-4%[56.9 µM]	0%	0%
CC1=C(C(=O)N(C(C)C)C(C)C)CC(CC(=O)NC2CCCCC2)C(=O)N1Cc1ccccc1 (stereo not given)	·	-4%	-5%	·	-4%	1%	·	·	5%
Cc1cc(C)cc(N(CCC#N)C(=O)COC(=O)CN2C(=O)NC(C)(C)C2=O)c1	1.5%	0%	0%	15%[57.1 µM]	-11%	-6%	9%	-2%	3%
COc1cc2nc(N3CCN(C(=O)OCc4ccccc4)[C@H](C(=O)NC(C)(C)C)C3)nc(N)c2cc1OC	2.0%	4%	7%	-17%	-15%	-1%	-11%	74%[activator]	-6%

Single values from the results shown.
TrxR1 inh result of COc1cc2nc(N3CCN(C(=O)OCc4ccccc4)[C@H](C(=O)NC(C)(C)C)C3)nc(N)c2cc1OC stands at -17%
TrxR1 inh result of CCn1c(CC(=O)Nc2ccc(F)cc2)nnc1SCC(=O)Nc1nnc(C)s1 stands at 24%[57.1 µM]
Vif-A3F inh result of Cn1cccc1C(=O)OCC(=O)Nc1cc(C(C)(C)C)nn1-c1ccccc1 stands at -6%

(further entries)
mol	RXFP1 ag	Vif-A3G inh	Vif-A3F inh	TrxR1 inh	USP1-UAF1 inh	mIDH1 inhibitor	RGS4 inh	TrxR1 substrate	ALOX12 inh
Cc1ccc(CNC(=O)c2ccc(N3CCC4(CC3)CC(c3ccccc3)=NO4)c(NC(=O)c3ccc(Br)cc3)c2)cc1	7.4%	0%	2%	0%	-22%	-8%	8%	0%	-5%
Cc1cc(NC(=O)COC(=O)c2ccc(S(=O)(=O)C(F)F)cc2)n(-c2ccccc2)n1	-0.3%	0%	3%	14%	-22%	2%	15%	2%	14%
Cc1cccc(CCN=C(N)NS(=O)(=O)c2ccccc2)c1	-0.2%	0%	-5%	25%	-13%	-7%	12%	-3%	9%
Cc1nnc(SCC(=O)NC2CCCCC2)n1N	·	-1%	1%	-15%	6%	1%	21%	-13%	-14%
O=C(NCc1ccc2c(c1)OCO2)c1nn(-c2ccccc2)c(=O)c2ccccc12	0.0%	-2%	-2%	17%	-17%	1%	-2%	4%	-10%&0%
COc1ccc(CCC(=O)Nc2nccs2)cc1OC	-2.8%	4%	-10%	24%	-10%	1%	17%	10%	23%
CCOc1cc(CNn2nnnc2N)cc(Cl)c1OCC(=O)NC(C)(C)C	2.3%	-6%	-14%	24%	-21%	5%	-5%	3%	0%
Cc1cc(S(=O)(=O)NCc2cccnc2)ccc1-n1cnnn1	-0.1%	1%	0%	21%	8%	-3%	13%	2%	-6%
COc1ccc(CCNCC(O)COc2ccc(Cl)cc2)cc1OC (stereo not given)	3.4%	3%	6%	2%	-19%	-9%	-4%	-4%	-19%
COc1cccc(-c2nc(CS(=O)CC(=O)NC3CCCCC3)c(C)o2)c1 (stereo not given)	-0.9%	-2%	3%	?	-2%	-7%	-13%	5%	-1%
Cc1cc(C)c2sc(N(CCCN(C)C)C(=O)CN3C(=O)c4ccccc4C3=O)nc2c1	0.6%	?	2%	16%	-8%	7%	8%[11.4 µM]	7%	60%[activator]
CCCN(C(=O)CCNC(=O)c1ccc(Cl)cc1)c1c(N)n(Cc2ccccc2)c(=O)[nH]c1=O	3.9%	1%	0%	24%	-23%	2%	-11%	8%	358%[activator]
COC(=O)c1ccc(Cl)cc1NC(=O)N1CCC(CN2CCC(C)CC2)CC1	-1.0%	0%	0%	6%	15%	3%	-9%	0%	-26%
CCOC(=O)C1Sc2ccccc2NC1=O (stereo not given)	0.1%	2%	13%	12%	-26%	-4%	14%	1%	0%
COc1ccc(-c2csc(NC(=O)C3CSC4(C)CCC(=O)N34)n2)c(OC)c1 (stereo not given)	1.2%	3%	-5%	-3%	-18%	3%	-41%	-7%	-2%

3 of the entries above in order of their number in RXFP1 ag, highest first:
compound,RXFP1 ag
CCOc1cc(C=O)ccc1OCCSc1ccc(Cl)cc1,0.2%
Cn1cccc1C(=O)OCC(=O)Nc1cc(C(C)(C)C)nn1-c1ccccc1,-0.2%
O=C(CNc1ccc2ccccc2c1)N/N=C/C=C/c1cccc([N+](=O)[O-])c1,-1.0%
